GLP-1R agonist: qHTS of GLP-1 Receptor Agonists; 380,000 compounds, 0.007% hits; Glucagon-like peptide 1 receptor (Homo sapiens), P43220; HEK293 GLP-1R CRE-luciferase, luminescence, 4-6 h; cells express a hypersensitive GLP-1R form; AID 624172, 2012; Potency, µM (series often up to 45.6 µM), inactives show at the highest dose activation, hits mostly activators; note: potency is the fitted concentration of half-maximal effect; % of control where 0% means no effect
Target sequence (P43220 whole entry, looked up): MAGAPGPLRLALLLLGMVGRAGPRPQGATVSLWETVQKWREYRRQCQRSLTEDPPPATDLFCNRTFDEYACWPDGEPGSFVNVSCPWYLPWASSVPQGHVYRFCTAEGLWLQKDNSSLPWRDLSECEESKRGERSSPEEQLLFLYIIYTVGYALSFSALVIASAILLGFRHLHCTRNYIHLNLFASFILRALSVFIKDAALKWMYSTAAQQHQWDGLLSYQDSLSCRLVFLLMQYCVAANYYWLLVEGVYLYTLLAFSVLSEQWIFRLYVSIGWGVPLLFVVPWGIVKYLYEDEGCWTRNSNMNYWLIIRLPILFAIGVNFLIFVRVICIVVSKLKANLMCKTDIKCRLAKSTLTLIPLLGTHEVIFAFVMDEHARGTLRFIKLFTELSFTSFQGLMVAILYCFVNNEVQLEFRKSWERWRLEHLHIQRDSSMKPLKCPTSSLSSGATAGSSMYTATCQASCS
FUS yeast rescue: qHTS for Suppressors of FUS Proteinopathy: Primary screen using FUS-linked yeast assay. S. cerevisiae FUS-expressing, growth rescue, OD600, 24 h. Potency, µM (doses to about 76.6 µM), without a hit: at the highest dose growth rescue (activation), hits mostly activators. 390,000 compounds, 0.24% hits. AID 1347120, 2019;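 note: potency is the fitted concentration of half-maximal effect; plate controls were DMSO vehicle for no effect and reference control for full effect; nearly all actives have a fitted effect of over 55% in size; some results filed as inactive show a strong effect at the top dose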
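Cultures pregrown in 2.5% raffinose medium are shifted to minimal medium containing 2% galactose to express toxic FUS. Compounds are tested at several concentrations. After 24hr at 30C, growth is quantified at 600 nm absorbance.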
Abeta rescue: qHTS for compounds that reverse cellular toxicity of Amyloid beta (A-beta) peptide in yeast: Primary Screen; yeast expressing A-beta42, growth rescue, OD600, 48 h; response scale: 0% DMSO, 100% iron-clioquinol control; Potency, µM (top dose mostly 46.1 µM), for the others: at the top dose growth rescue, usual class: activators; 410,000 compounds, 0.063% hits; note: potency is the fitted concentration of half-maximal effect; nearly all actives have a fitted effect of over 55% in size
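Yeast growth medium received pinned compounds, then yeast cells expressing toxic A-beta were added; plates incubated at 30 C for 48 hr. Growth read as absorbance at 600 nm, normalized to DMSO and equimolar FeCl3 plus clioquinol controls.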
DRD3 antagonist: qHTS of D3 Dopamine Receptor Antagonist: qHTS. D3R cells, DiscoveRx beta-arrestin luminescence, antagonist mode; hits give low values. max response, negative = inhibition, %. 360,000 compounds, 2.5% hits. AID 652054, 2013; in the data active = max response below about -50%; inconclusive = no clear call, values can overlap the other calls; note: % is set by controls: 0 for no effect and ±100 for the full control effect; mostly tested at two doses, the higher about 12 µM
Target sequence (P35462 whole entry, looked up): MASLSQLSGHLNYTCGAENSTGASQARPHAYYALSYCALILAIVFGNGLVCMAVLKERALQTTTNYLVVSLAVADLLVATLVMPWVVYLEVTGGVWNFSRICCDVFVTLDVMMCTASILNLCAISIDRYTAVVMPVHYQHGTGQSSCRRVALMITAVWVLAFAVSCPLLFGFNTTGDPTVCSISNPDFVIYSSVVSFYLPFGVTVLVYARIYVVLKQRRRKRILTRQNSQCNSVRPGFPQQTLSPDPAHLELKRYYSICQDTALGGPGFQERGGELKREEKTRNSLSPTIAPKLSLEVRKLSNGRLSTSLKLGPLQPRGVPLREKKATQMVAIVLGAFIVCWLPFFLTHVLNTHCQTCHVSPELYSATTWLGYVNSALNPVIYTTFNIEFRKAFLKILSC
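Cells expressing the human receptor were seeded at 1500 cells/well, incubated overnight at 37 degrees C in 5% CO2, then exposed to library compounds with dopamine controls for 90 minutes at 37 degrees C before luminescent detection.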
PTHR1 ag: qHTS for PTHR1 Agonists: Primary Screen; Parathyroid hormone/parathyroid hormone-related peptide receptor (Homo sapiens), Q03431; HEK293 GP2 PTHR1 cells, GloSensor cAMP luminescence, 1 h; Potency, µM (top dose mostly 115 µM), inactives show at the highest dose activation, most hits filed as activators; 410,000 compounds, 0.075% hits; note: potency is the fitted concentration of half-maximal effect; nearly all actives have a fitted effect of over 55% in size; some results filed as inactive show a strong effect at the top dose; inactives centre near -15; many of its hits are not listed in these tables
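HEK-293-derived GP2 cells expressing PTHR1 and a GloSensor cAMP reporter, 3,000/well, plated overnight, given luciferin plus IBMX (each 0.5 mM as added) for 1 h at 37 °C, then compound for 1 h at 37 °C. Luminescence was read after 15 min at room temperature.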
TDP-43 yeast inh: qHTS of TDP-43 Inhibitors; TDP-43 expressing yeast growth rescue, BacTiter-Glo, 24 h; Potency, µM (series often up to 46.1 µM), without a hit: at the highest dose growth rescue (activation), most hits filed as activators; 410,000 compounds, 1.8% hits; AID 652104, 2013; note: potency is the fitted concentration of half-maximal effect; % of control where 0% means no effect; nearly all actives have a fitted effect of over 50% in size
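Yeast cells expressing TDP-43 under galactose induction are exposed to compounds for 24 hr at 30 deg C. BacTiter-Glo luminescence measures growth, so protective compounds score as activators.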
GLP1R inv ag: qHTS of GLP-1 Receptor Inverse Agonists (Inhibition Mode); Glucagon-like peptide 1 receptor (Homo sapiens), P43220; HEK293 GLP-1R CRE-luciferase, luminescence, 24 h; GLP-1R form is constitutively active; Potency, µM (doses to about 38.3 µM), for the others: top-dose activity change, negative = inhibition, most hits filed as inhibitors; 410,000 compounds, 1.6% hits; AID 624417, 2012; note: potency is the fitted concentration of half-maximal effect; % is set by controls: 0 for no effect and ±100 for the full control effect; nearly all actives have a fitted effect of over 55% in size
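Luminescence readout: a drop in cAMP-driven luciferase signal flags inverse agonism at a constitutively active GLP-1R stably expressed in HEK293. Compound exposure lasted 24 hr at 37 deg C, 5% CO2.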
pAkt inh: HTS Assay for Inhibitors of Akt Phophorylation: Primary Screen; Neuro2A IGF-stimulated pAkt S473 HTRF, 20 min; hits give low values; activity change, % for hits at 50 µM; 360,000 compounds, 0.32% hits; in the data active = activity change below about -80%; inconclusive = mostly about -51% to -80%; note: % is set by controls: 0 for no effect and ±100 for the full control effect
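Neuro2A cells (4,500/well, DMEM with 0.5% FBS) were treated with compound at a single 50 µM final concentration, stimulated with 6 nM IGF for 20 min at 37 °C, and lysed. Phospho-Akt Ser473 was read by HTRF as 665/615 ratio ×10^4.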
aSyn yeast inh: qHTS of alpha-syn Inhibitors; Yeast expressing alpha-synuclein, growth rescue, BacTiter-Glo, 24 h; Potency, µM (doses to about 46.1 µM), for inactives: at the highest dose growth rescue (activation), usual class: activators; 370,000 compounds, 0.14% hits; AID 652106, 2013; note: potency is the fitted concentration of half-maximal effect; % of control where 0% means no effect; nearly all actives have a fitted effect of over 65% in size
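Rescue of yeast growth: cells expressing toxic alpha-synuclein, induced in galactose at OD600 0.02, incubated with compound 24 h at 30 C. ATP luminescence quantified growth; inhibitors of toxicity appear as activators.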
The depositor's hits bear a star; i = inactive; ? = inconclusive; nt = not tested or not shown; [ ] = dose if it differs, or a comment. Unless noted, calls come from the whole dose curve; as a rule, active = well fitted curve in the direction sought with a large enough effect; inconclusive = small, poorly fitted or top-dose-only effect, or another doubt; inactive = no such curve, though single readings can be large; an effect the other way counts as inactive or inconclusive. Only part of the results is shown, so the mix of outcomes need not match the whole.

Each structure is followed by: GLP1R inv ag	Abeta rescue	TDP-43 yeast inh	PTHR1 ag	aSyn yeast inh	DRD3 antagonist	FUS yeast rescue	GLP-1R agonist	pAkt inh
CCOC(=O)Oc1ccc2c(=O)c(Oc3cccc(C)c3)coc2c1
  6%	-20%	?	-1%[57.5 µM]	-47%[inhibitor]	-3	19%	13%	i
CC(C)(C)c1ccc(CC(=O)N2CCC2(C)C(=O)NCc2cccs2)cc1 (configuration not stated)
  ?	22%	23%	i	11%	15	22%	12%	i
CS(=O)(=O)c1ccc(Cl)c(NC(=O)CCNC(=O)c2ccco2)c1
  4%	9%	7%	i	0%	5	14%	-3%	i
COc1ccc(S(=O)(=O)Nc2cc3c(cc2NCc2ccccc2)n(C)c(=O)n3C)cc1
  6%	-6%	24%	-25%	nt	nt	-5%	nt	nt
Cc1ccc(C(=O)N/C(=C\c2ccco2)C(=O)N2CCCCC2)cc1
  10%	20%	-4%	i	-1%	-6	29%	12%	i
CCN1C(=O)[C@@H]2C(C(=O)c3cnccn3)=NN[C@@H]2C1=O
  4%	8%	-11%	-17%	18%	-13	28%	-1%	i
CCOCCCNC(=O)C(NC(=O)Cc1cccs1)c1ccccc1 (configuration not stated)
  -17%[7.66 µM]	-6%	-2%	-15%	-6%	-8	4%	-1%	i
C[N+](C)(C)CCOC(=O)C1(c2ccccc2)CCCC1
  -5%	-5%	6%	-6%	2%	-3	-14%	-10%	i
CCNc1nc(Oc2ccc(=O)n(-c3ccccc3)n2)nc(N2CCOCC2)n1
  78%[activator]	9%	-2%	i	2%	-27	11%	29%	nt
CCOCCCn1c(SCC(=O)Nc2cccc(S(=O)(=O)NC3=NCCCCC3)c2)nc2ccccc2c1=O
  17%	2%	17%	-1%	1%	-4	22%	18%	i
COc1cccc(C(=O)N2CCC(C(=O)NCc3ccco3)CC2)c1
  7%	9%	-12%	-18%	3%	6	-5%	5%	i
CC1(c2ccccc2)NC(=O)N(CC(=O)Nc2ccc(Cl)c(S(=O)(=O)N3CCCCC3)c2)C1=O (configuration not stated)
  ?	-15%	-25%	-96%[inhibitor]	-2%	4	nt	1%	i
CCOCC(=O)Nc1cccc(C(=O)OCC)c1
  6%	-8%	5%	i	-3%	18	-10%	10%	i
COc1ccc(CC(=O)N(C)CC(=O)Nc2c(C)cccc2C)cc1S(=O)(=O)N1CCOCC1
  1%	-13%	-2%	i	-2%	0	nt	7%	i
COc1ccc(-c2coc3c(C)c4oc(=O)c(CCC(=O)O)c(C)c4cc23)cc1
  -26%	-7%	12%	i	26%	21	13%	12%	i
Cc1cc(-c2ccccc2)nc2cc(C(N)=O)nn12
  6%	-3%	-23%	i	-24%	17	9%	-1%	i
CCOC(=O)C1CCCN(C(=O)c2cccc3ccccc23)C1 (configuration not stated)
  -9%	5%	7%	i	-2%	-8	16%	6%	i
COc1ccc([N+](=O)[O-])cc1NC(=O)C(C)OC(=O)c1ccccc1C(=O)c1ccc(Cl)cc1 (configuration not stated)
  ?	20%	0%	i	11%	-13	nt	-1%	i
C/C(NCc1cccnc1)=C(\C#N)C(=O)NCc1ccccc1
  1%	23%	9%	i	2%	-1	-12%	18%	nt
CC(C)C(c1nnnn1C1CCCCC1)N1CCOCC1 (configuration not stated)
  47%[activator]	16%	0%	-12%[57.5 µM]	0%	-18	11%	-12%	i
Cc1cc(SCC(=O)OC(C)C(=O)N(C)c2ccccc2)nc2ccccc12 (configuration not stated)
  ?	11%	16%	-38%[inhibitor]	2%	0	23%	1%	i
O=C(NCCOCCNC(=O)OCc1ccccc1)OCc1ccccc1
  5%	-5%	23%	-17%	7%	12	12%	4%	i
COc1cc(CNC(=O)c2cc3ccccc3oc2=O)cc(OC)c1OC
  4%	5%	-8%	i	2%	2	6%	17%	i
COc1ccc(C2=Nc3ccccc3N(C(=O)c3cccnc3)C2C(=O)NC2CCCC2)cc1 (configuration not stated)
  -11%	-11%	10%	-14%	-5%	-7	29%	nt	i
Cc1[nH]c(=O)[nH]c(=O)c1CSCC(=O)OCC(=O)c1ccc(Br)cc1
  17%	-6%	7%	36%	1%	1	-10%	5%	i
CCN(N=O)c1ccc(C=C2C=Cc3ccccc32)cc1
  -8%	-13%	10%	i	-6%	-7	nt	-12%	i
CC(=O)Nc1ccc(S(=O)(=O)NCCCN2CCN(Cc3ccccc3)CC2)cc1Cl
  -19%	-1%	-17%	-33%[inhibitor]	-2%	?	8%	-7%	i
Cc1ccc(-n2c3c(cc(C(=O)NCC(=O)c4ccccc4)c2=O)C(=O)CCC3)cc1
  -2%	-6%	-7%	i	-5%	-10	nt	-7%	i
Cc1cccc(C(CC(=O)NCc2ccco2)c2ccccc2)c1O (configuration not stated)
  ?	4%	3%	-32%[inhibitor]	3%	2	6%	5%	i
Cc1nc(C(F)(F)F)ccc1C(=O)N1CCC1(C)C(=O)NS(=O)(=O)c1ccc(Cl)cc1 (configuration not stated)
  -10%	-5%	19%	i	1%	?	-6%	-5%	i
CN(CC(=O)NCc1ccccc1Cl)CC(=O)Nc1cccc(F)c1
  -15%	6%	nt	i	-3%	-8	14%	5%	i
O=Nc1ccc(NO)c2ccccc12
  -4%	8%	?	i	2%	0	-8%	15%	i
O=C(CO)N/N=C/c1c2ccccc2cc2ccccc12
  7%[7.66 µM]	-22%	-28%[9.22 µM]	i	14%	12	31%	3%	i
Cc1ccc2oc(C(=O)N3CCC(c4nc5ccccc5s4)CC3)c(C)c2c1
  ?	-14%	21%	-65%[inhibitor]	nt	nt	45%	nt	nt
Cc1cccc(C)c1C(=NCCCN(C)C)c1ccccc1
  -24%	-6%	-6%	i	-6%	-78*	nt	-2%	i
Cc1ccc(S(=O)(=O)c2nnn3c2nc(NCc2ccc(F)cc2)c2sccc23)cc1C
  20%	1%	16%	-23%	nt	nt	-6%	nt	nt
O=C(CSc1nnc(-c2ccncc2)o1)Nc1cc(Cl)ccc1C(=O)O
  -9%	-18%	-21%	i	0%	0	17%	0%	i
CC1(C)OCC(N)(CO)CO1
  13%	0%	6%	-18%	7%	-12	-7%	-2%	i
CCN(CC)S(=O)(=O)c1cc(-c2nnc(-c3ccc(Br)cc3)o2)ccc1Cl
  ?	-5%	6%	i	1%	9	10%	3%	i
COc1cccc(CN2CCNC(=O)C2CC(=O)NCCN2CCCCC2=O)c1 (configuration not stated)
  8%	8%	-1%	10%	-4%	1	-9%	-3%	i
CC1CC(=O)N(c2ccc(C(C)C)cc2)C(=O)C1
  1%	-12%	18%	i	2%	4	-38%	-4%	i
CN(C)C1=NC[C@H](Cc2ccccc2)N1CCc1ccc(F)cc1
  -23%	-5%	4%	4%	-3%	7	-7%	-5%	i
CC(C)n1cnc2c(NCc3ccccc3)cc(OCC3CCN(C)CC3)cc21
  -12%	-2%	12%	0%	?	?	18%	2%	i
Cc1cccc(S(=O)Cc2ccc(C(=O)N3CCOCC3)o2)c1 (configuration not stated)
  0%	11%	-1%	-20%	0%	25	18%	0%	i
Cc1c(Cl)cccc1NC(=O)c1ncn(-c2ccccc2)n1
  11%	-15%	12%	i	nt	nt	-13%	nt	nt
Nc1nnc(CC(=O)N/N=C/c2ccc(-c3ccc(F)cc3)o2)s1
  0%	0%	-12%	-36%	0%	-6	34%	3%	i
O=C(Nc1cccc(NC(=O)c2cccs2)c1)c1ccc([N+](=O)[O-])o1
  55%[activator]	-4%	-2%	-9%	5%	-5	41%	1%	i
Fc1cccc(Cl)c1CSc1nnc(COc2cccc3cccnc23)o1
  ?	-2%	12%	-28%	16%	7	9%	14%	i
Cc1sc2nc(CSCC(=O)N(C)c3ccccc3)[nH]c(=O)c2c1C
  21%	11%	14%	-17%	0%	15	nt	0%	i
CCOC(=O)c1cc(C(=O)NC(C)c2ccccc2)c(=O)[nH]c1C (configuration not stated)
  17%	-11%	-6%	i	-4%	-7	-8%	3%	i
COc1cccc(OC)c1OCC(O)CN1CCN(c2ccc(F)cc2)CC1 (configuration not stated)
  -13%	6%	2%	-14%	2%	-77*	8%	-1%	i
C[C@@H]1CN([C@H](C)CO)C(=O)CCCn2nncc2CO[C@H]1CN(C)C(=O)Nc1cccc2ccccc12
  -3%	8%	22%	-15%	0%	18	-17%	4%	i

In a second layout: results already given.
SMILES | GLP1R inv ag | Abeta rescue | TDP-43 yeast inh | PTHR1 ag | aSyn yeast inh | DRD3 antagonist | FUS yeast rescue | GLP-1R agonist | pAkt inh
C[C@@H]1CN([C@H](C)CO)C(=O)CCCn2nncc2CO[C@H]1CN(C)C(=O)Nc1cccc2ccccc12 | -3% | 8% | 22% | -15% | 0% | 18 | -17% | 4% | i
Nc1nnc(CC(=O)N/N=C/c2ccc(-c3ccc(F)cc3)o2)s1 | 0% | 0% | -12% | -36% | 0% | -6 | 34% | 3% | i
